Screens as filed in PubChem.
C8 TRAIL sens: sensitizes caspase-8 expressing cells to TRAIL. NB7+C8 cells + TRAIL, ATPlite viability luminescence. inhibition (viability loss, TRAIL sensitization), % at 10 µM. AID 624354. actives 1% (n = 360,000);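 active = compounds causing at least 50% loss of cell viability in the single-dose screen, relative to plate controls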
NR2E3 ag-1: agonists of human NR2E3 nuclear receptor. Q9Y5X4. CHO-S Gal4-NCOR/VP16-NR2E3 two-hybrid, luciferase. inhibition of corepressor binding, % at 3.98 µM. actives 0.35% (n = 360,000). AID 602229;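 active = inhibition above the mean of all tested compounds plus 3 SD, cut at about 70% in these data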;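 note: 0% = DMSO with NR2E3 transfected cells and 100% = cells lacking NR2E3 construct; higher means lower luciferase signal from less NR2E3 corepressor binding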
Target sequence (Q9Y5X4 whole entry, looked up, the tested form may be a part): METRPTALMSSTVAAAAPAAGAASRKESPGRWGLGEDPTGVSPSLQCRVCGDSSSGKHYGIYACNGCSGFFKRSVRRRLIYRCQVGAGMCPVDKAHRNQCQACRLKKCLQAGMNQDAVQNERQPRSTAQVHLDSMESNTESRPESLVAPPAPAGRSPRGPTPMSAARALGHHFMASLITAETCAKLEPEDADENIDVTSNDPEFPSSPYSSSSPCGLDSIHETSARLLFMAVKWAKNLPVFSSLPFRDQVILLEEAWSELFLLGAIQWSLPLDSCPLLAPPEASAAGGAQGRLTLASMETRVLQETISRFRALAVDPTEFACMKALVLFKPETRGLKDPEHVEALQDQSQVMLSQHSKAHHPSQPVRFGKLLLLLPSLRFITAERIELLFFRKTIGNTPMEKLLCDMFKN
TWEAK Fn14 block: TWEAK-Fn14 signaling inhibition | inhibition, % at 10 µM | TWEAK-stimulated Fn14 reporter cells, luciferase luminescence, 8 h | actives 2% (n = 360,000); in the data active = inhibition above about 50%
NR2E3 ag-2: NR2E3 (human) agonism | Q9Y5X4 | GST-NR2E3/biotin-RetCOR TR-FRET, 1536-well | inhibition of corepressor binding, % at 4.78 µM | actives 0.12% (n = 320,000) | AID 2300;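 active = percent inhibition above the cutoff of mean plus 3 SD of all tested compounds, set per screening campaign, cut at about 20% in these data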;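 note: 0% = DMSO wells and 100% = biotin wells as full block of FRET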
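Material: NR2E3–RetCOR corepressor complex / Amount: 1.35 nM GST-NR2E3 / Medium: Tris pH 7.5 / Compound: single nominal compound dose of 4.8 µM / Incubation: 5 h at 4 °C / Technique: TR-FRET, Eu(K)-anti-GST donor, streptavidin-D2 acceptor, ex 340, em 617/671 nm / Read-out basis: percent loss of FRET ratio relative to control wells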
MITF TRPM1 inh: reduces MITF-dependent TRPM1 promoter luciferase signal. inhibition, % at 12.5 µM. actives 0.83% (n = 330,000). SK-MEL-5 TRPM1 promoter luciferase, 24 h;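 active = mean inhibition across replicates of 60% or more, whatever share of single replicates reaches that level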; note: values of inactives mirror those of a sister screen read the other way
CF NFkB block: cystic fibrosis NF-kB activation inhibition; KKLEB NF-kB-GFP reporter, PAF-induced, GFP fluorescence overnight; inhibition, % at 5 µM; actives 0.86% (n = 360,000);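 active = at least 50% inhibition at 5 µM, scaled per plate between neutral and stimulator controls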;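 note: PAF is a Pseudomonas aeruginosa culture filtrate used as stimulus; plate controls were PAF-stimulated DMSO wells for no effect and unstimulated DMSO wells for full effect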
TROY signal inh: TROY signaling inhibition; AID 1347056; actives 0.98% (n = 360,000); Q293 LMP1-TROYcd NF-kB luciferase reporter, 4 h; inhibition, % at 10 µM;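 active = compounds whose plate-normalised and pattern-corrected inhibition of the luciferase reporter signal at the single screening dose is 50% or more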
KKLEB cytotox: counter-screen for CF NF-kB inhibitors: cytotoxicity. KKLEB CF airway cells viability, ATPlite luminescence, overnight; stronger effect = lower value; cells stimulated with P. aeruginosa culture filtrate. activity change (cytotoxicity), % at 5 µM. actives 0.36% (n = 360,000);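 active = corrected activity change at or below -50% at 5 µM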
Peg3 prom inh: inhibitors of Peg3 promoter; inhibition, % at 20 µM; actives 1.7% (n = 360,000); AID 588405; HeLa PEG-Prom luciferase reporter, luminescence, overnight;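 active = inhibition of at least 50% at 20 µM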
HIF-2a block: inhibitors of HIF-2a | actives 0.72% (n = 360,000) | inhibition, % at 18.8 µM | 786-0 RCC cells HIF-2a reporter, luciferase luminescence, overnight;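 active = inhibition of the luminescence signal of 40% or more relative to plate controls, in a single-dose primary screen at 18.75 µM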
Shn3 3UTR inh: inhibitors of Schnurri-3 3'UTR reporter in osteoblasts; inhibition, % at 12.5 µM; Clone20 osteoblast Shn3 3'UTR firefly luciferase, 24 h; actives 0.52% (n = 360,000);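 active = mean inhibition of at least 75% with every replicate also reaching 75%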;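 note: 0% = median of neutral control wells and 100% = pilot-screen positive control compound; some compounds past the cut are filed as inactive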
Numbers without * were called inactive; x = not tested or not shown. Not all compounds are listed; rates above refer to the full screens.

entry	structure	NR2E3 ag-1	HIF-2a block	CF NFkB block	Peg3 prom inh	KKLEB cytotox	TROY signal inh
1	CS(=O)(=O)N(CCc1ccccc1)CC(=O)N1CCCCC1	-12	14	-4	2	4	12
2	O=C(O)c1ccc(/C=N/N2CCN(Cc3ccccc3)CC2)cc1	-3	11	8	5	1	-13
3	Cc1[nH]c2ccccc2c1C(=O)C(=O)NCc1nnnn1-c1ccc(F)cc1	18	13	-8	18	3	2
4	CCOC(=O)Nc1sc2c(c1C(N)=O)CCC(C)C2 (stereo not drawn)	-9	-25	-16	-39	-10	-14
5	N#CCCN1CCN(C(=O)c2c(N)no[n+]2[O-])CC1	-12	18	1	3	0	-7
6	C=C[C@@H]1c2cccc(C)c2N(S(=O)(=O)c2ccc(C)cc2)[C@H](c2ccc(OC(C)=O)cc2)C1(C#N)C#N	-21	29	18	39	-13	4
7	O=C(C[C@H]1C/C=C\C[C@@H](NC(=O)OCC2c3ccccc3-c3ccccc32)C(=O)O[C@@H](c2ccccc2)CNC1=O)N[C@H](CO)Cc1ccccc1	-7	5	23	67*	-14	-16
8	Cc1nc2sc(C(c3cccc(F)c3)N3CCCCC3)c(O)n2n1 (stereo not drawn)	18	12	6	11	-8	-17
9	CCCCCCCNC(=O)C1(CC2CC(c3ccc(Cl)cc3)=NO2)CCN(C(=O)CCCCCBr)CC1 (stereo not drawn)	5	-9	-15	-17	0	-9
10	O=C(O)c1ccccc1-n1cnnn1	20	12	9	14	-2	5
11	Cc1ccc(S(=O)(=O)NC(=O)Nc2cccc(S(=O)(=O)N(C)C)c2)cc1	15	0	16	-12	-19	9
12	COc1ccc(Cl)cc1NC(=O)C12CCC(C)(C(=O)O1)C2(C)C (stereo not drawn)	3	0	-12	13	2	13
13	O=C(O)c1cccc(C(=O)O)c1	3	0	-10	-9	14	11
14	O=C(NCc1ccc(N2CCCC2=O)cc1)Nc1cccc(Cl)c1	-6	-12	-1	-4	-28	2
15	Cc1onc(-c2ccccc2Cl)c1C(=O)NCc1ccccc1F	9	6	-13	15	-8	-5

entry	NR2E3 ag-2	Shn3 3UTR inh	MITF TRPM1 inh	TWEAK Fn14 block	C8 TRAIL sens
1	4	-2	10	8	-21
2	0	10	6	-9	-10
3	x	0	x	8	-18
4	1	-14	-1	-9	2
5	-3	-1	-2	-12	-4
6	x	-11	19	26	24
7	x	74	87*	-18	74*
8	0	8	-6	-2	-14
9	-2	-2	6	-33	5
10	0	8	-1	3	-5
11	x	-9	-6	1	5
12	2	-16	-6	5	7
13	4	-17	8	11	3
14	1	-1	3	-3	15
15	1	-13	15	3	-15

(further entries)
entry	structure	NR2E3 ag-1	HIF-2a block	CF NFkB block	Peg3 prom inh	KKLEB cytotox	TROY signal inh
16	CCC1CCCCN1C(=O)c1ccc(OC)c(OC2CCN(C(C)C)CC2)c1 (stereo not drawn)	11	0	-2	-42	7	0
17	O=C(CSCc1c(F)cccc1Cl)NNC(=S)NC1CCCCC1	7	-66	12	3	-3	-5
18	O=C(CNS(=O)(=O)c1c(Cl)cccc1Cl)OCC(=O)N1CCN(c2ccccc2)CC1	-9	11	-9	1	13	8
19	COc1cccc(N2CC(NS(=O)(=O)c3cccnc3)CC2=O)c1 (stereo not drawn)	18	17	18	3	-1	18
20	Cc1cccc(-c2cc3nc(C)c(C)c(NCCCn4ccnc4)n3n2)c1	6	-158	11	-59	-14	12
21	O=C(N1CCOCC1)N1CCCN(C(=O)N2CCOCC2)CC1	-18	26	-1	-14	6	10
22	O=C(CNC(=O)/C(=C/c1ccccc1)NC(=O)c1ccc(Br)cc1)OCc1ccccc1	9	13	-26	4	9	-6
23	COC(=O)CC(N)c1ccc(Br)cc1 (stereo not drawn)	4	10	4	-7	18	11
24	CCS(=O)(=O)N1CCN(c2ccccc2F)CC1	11	4	0	6	2	12
25	Cc1ccccc1S(=O)(=O)Cc1ccc(C(=O)NCCCN2CCCC2)o1	-12	7	6	-2	4	14
26	O=C(O)CCCC(=O)N1CC(=O)Nc2ccccc21	-7	2	-4	11	-1	4
27	COc1ccc(-n2c(CNc3ccc(C)cc3)nnc2SCC(=O)Nc2nc(-c3ccccc3)cs2)cc1	-9	2	6	36	-30	6
28	S=C(NCCN1CCOCC1)Nc1cccc2ccccc12	-22	-75	-1	-86	3	-20
29	CCN(CC)c1ccc(/C=N/NC(=O)Cc2ccc(OC)c(OC)c2)cc1	2	0	6	11	0	5
30	O=C(O)c1ccc(Nc2cc(Cl)c3nonc3c2[N+](=O)[O-])cc1	2	13	2	13	9	16

entry	NR2E3 ag-2	Shn3 3UTR inh	MITF TRPM1 inh	TWEAK Fn14 block	C8 TRAIL sens
16	0	-6	1	7	-11
17	-2	17	-10	-2	-8
18	0	3	-1	-2	27
19	1	6	10	0	-2
20	1	18	-51	-25	10
21	-4	18	2	-8	-9
22	-5	-2	13	-9	-2
23	3	9	-4	2	-8
24	0	-11	1	8	-5
25	0	8	5	-4	-16
26	-1	-2	9	-4	5
27	0	3	4	-28	-22
28	2	12	1	-4	-4
29	-4	5	-7	-13	6
30	2	-29	0	7	-4

Next results
entry	structure	NR2E3 ag-1	HIF-2a block	CF NFkB block	Peg3 prom inh	KKLEB cytotox	TROY signal inh
31	Cc1ccc(-c2nnc(Nc3ccc4c(c3)OCO4)c3ccccc23)cc1S(N)(=O)=O	-12	9	-2	1	6	-3
32	CC1=C(C(=O)OCc2ccc3c(c2)OCO3)C(c2ccc(F)cc2)NC(=O)N1 (stereo not drawn)	-104	23	86*	55*	-32	55*
33	CCC(c1nnc(SCC(=O)Nc2nnc(-c3ccccc3)o2)n1Cc1ccccc1)N(C)C (stereo not drawn)	-30	-86	-3	-5	-3	16
34	Cc1ccc(NC(=O)c2ccc(Cl)c(N3C(=O)C=CC3=O)c2)cc1	-37	49*	28	101*	-1	-54
35	CC(=O)c1cccc(NC(=O)c2c(F)c(F)c(F)c(F)c2F)c1	29	10	-2	7	5	-20
36	C/C=C\C=C/C(=O)Nc1cccc(C2=NOC3(C2)C[C@H](C(N)=O)N(C(=O)Cc2ccc([N+](=O)[O-])cc2)C3)c1 (stereo partly drawn)	-22	10	-19	-6	21	-4
37	CCCOc1ccc(/C=C/C(=O)NC2CCCCC2)cc1	-41	-99	-11	-46	7	-16
38	CCCCn1c(N)c(N(CC(C)C)C(=O)COc2cc(C)ccc2Cl)c(=O)[nH]c1=O	-22	9	2	3	0	-12
39	Cc1c(OCC(=O)NCCCN2CCOCC2)ccc2c3c(c(=O)oc12)CCCC3	-11	-6	-25	-95	-18	3
40	S=C(NN=Cc1ccc2c(c1)OCO2)NN=Cc1ccc2c(c1)OCO2	-61	-73	10	-41	-4	-21
41	O=C(NCc1cccs1)c1csc([C@H]2C[C@H](O)[C@@H](CO)O2)n1	-35	-9	14	8	-16	-7
42	O=Nc1c(O)c2ccccc2c2ccccc12	-48	24	89*	96*	-88*	42
43	COc1ccc(NC(=S)N(CCc2c(C)[nH]c3ccc(C)cc23)Cc2cccnc2)cc1	-6	14	10	27	-13	-2
44	CC(C)Cc1nnc(NC(=O)CCC(=O)NC2CC2)s1	8	12	-2	11	9	-21
45	O=C(CSc1nnnn1-c1cccc2c1CCCC2)N1CCCCC1	-10	20	8	-2	-1	-14

entry	NR2E3 ag-2	Shn3 3UTR inh	MITF TRPM1 inh	TWEAK Fn14 block	C8 TRAIL sens
31	-2	21	23	14	-13
32	-4	7	46	87*	25
33	1	-32	9	17	-22
34	0	92*	38	-13	5
35	-2	6	4	3	-1
36	-1	4	0	-9	-10
37	2	4	-23	-34	10
38	x	-37	8	-7	-6
39	1	-3	-9	-2	19
40	x	-20	1	-25	1
41	x	-1	x	-4	-17
42	2	79	97*	98*	92*
43	3	13	x	-40	-12
44	2	-2	0	-11	5
45	0	36	2	-3	-2

Arranged by molar mass (smallest number first): some entries from above
entry	structure	NR2E3 ag-1	HIF-2a block	CF NFkB block	Peg3 prom inh	KKLEB cytotox	TROY signal inh
44	CC(C)Cc1nnc(NC(=O)CCC(=O)NC2CC2)s1	8	12	-2	11	9	-21
34	Cc1ccc(NC(=O)c2ccc(Cl)c(N3C(=O)C=CC3=O)c2)cc1	-37	49*	28	101*	-1	-54
36	C/C=C\C=C/C(=O)Nc1cccc(C2=NOC3(C2)C[C@H](C(N)=O)N(C(=O)Cc2ccc([N+](=O)[O-])cc2)C3)c1 (stereo partly drawn)	-22	10	-19	-6	21	-4

entry	NR2E3 ag-2	Shn3 3UTR inh	MITF TRPM1 inh	TWEAK Fn14 block	C8 TRAIL sens
44	2	-2	0	-11	5
34	0	92*	38	-13	5
36	-1	4	0	-9	-10

The list continues.
entry	structure	NR2E3 ag-1	HIF-2a block	CF NFkB block	Peg3 prom inh	KKLEB cytotox	TROY signal inh
46	CC(C)[C@H](NC(=O)N1CC(=O)Nc2ccccc21)C(=O)N[C@H](C(=O)O)c1ccccc1	1	13	2	-4	0	15
47	NS(=O)(=O)c1ccc(CCNC(=O)c2cnc(Cl)c(Cl)c2)cc1	-3	5	2	8	0	14
48	CCOC(=O)c1c(S(=O)(=O)N2c3ccccc3CC2C)c(C)n(C)c1C (stereo not drawn)	-16	8	9	20	-11	8
49	Cc1cc(C)c2c(=O)n3c(nc2c1)C(Cc1ccc(O)cc1)NC(=O)c1cccnc1-3 (stereo not drawn)	14	6	-7	23	-8	-1

entry	NR2E3 ag-2	Shn3 3UTR inh	MITF TRPM1 inh	TWEAK Fn14 block	C8 TRAIL sens
46	1	0	-1	1	-24
47	1	0	3	6	0
48	3	-13	12	-13	4
49	x	-8	x	-30	-5

Structures from the list above containing an aryl methoxy group (six):
entry	structure	NR2E3 ag-1	HIF-2a block	CF NFkB block	Peg3 prom inh	KKLEB cytotox	TROY signal inh
12	COc1ccc(Cl)cc1NC(=O)C12CCC(C)(C(=O)O1)C2(C)C (stereo not drawn)	3	0	-12	13	2	13
16	CCC1CCCCN1C(=O)c1ccc(OC)c(OC2CCN(C(C)C)CC2)c1 (stereo not drawn)	11	0	-2	-42	7	0
19	COc1cccc(N2CC(NS(=O)(=O)c3cccnc3)CC2=O)c1 (stereo not drawn)	18	17	18	3	-1	18
27	COc1ccc(-n2c(CNc3ccc(C)cc3)nnc2SCC(=O)Nc2nc(-c3ccccc3)cs2)cc1	-9	2	6	36	-30	6
29	CCN(CC)c1ccc(/C=N/NC(=O)Cc2ccc(OC)c(OC)c2)cc1	2	0	6	11	0	5
43	COc1ccc(NC(=S)N(CCc2c(C)[nH]c3ccc(C)cc23)Cc2cccnc2)cc1	-6	14	10	27	-13	-2

entry	NR2E3 ag-2	Shn3 3UTR inh	MITF TRPM1 inh	TWEAK Fn14 block	C8 TRAIL sens
12	2	-16	-6	5	7
16	0	-6	1	7	-11
19	1	6	10	0	-2
27	0	3	4	-28	-22
29	-4	5	-7	-13	6
43	3	13	x	-40	-12
